# DNA FID counter = displaces DNA intercalator in HCV helicase counter-screen; DNA fluorescent intercalator displacement, fluorescence; inhibition, % at 7.9 µM; 0.17% of 290,000 active; AID 1845; in the data active = inhibition above about 37%;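 also: 0% = vehicle and 100% = reference compound; higher means more ethidium bromide displaced from hairpin DNA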
# HCV NS3 hel inh = inhibitors of Hepatitis C virus NS3 helicase | NS3 helicase DNA unwinding, Cy5 molecular beacon fluorescence | inhibition, % at 10.9 µM | 0.56% of 290,000 active;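 active = inhibition above the mean of all tested compounds plus 3 SD, set per campaign, cut at about 35% in these data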;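 also: 0% = DMSO wells and 100% = thioflavine S control wells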
#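 Control set: DMSO versus 110 µM thioflavine S; Material: NS3 helicase fragment of HCV; Measured by: Cy5 fluorescence at 0 and 60 min, beacon hairpin quenching; Read-out basis: percent inhibition from t60/t0 fluorescence ratio; Times: reaction time 60 min, 25 °C; Repeats: single replicate; Compound dosing: single dose, 10.9 µM nominal final, DMSO 0.8% final.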
# UBC9 SUMO inh = inhibitors of human SUMOylation (UBC9) | 0.36% of 290,000 active | inhibition, % at 35 µM | HTRF SUMOylation assay, SAE1/SAE2 + UBC9, in vitro; in the data active = inhibition above about 50%, passing the limit was not always enough; also: strong numbers were not always called active
# IDE cell inh = inhibitors of human insulin-degrading enzyme in cells | P14735 | HEK cells, FAbetaB cleavage, fluorescence polarization | inhibition, % at 5.59 µM | 0.41% of 320,000 active | AID 434962;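 active = percent inhibition above the average of all tested compounds plus 3 SD, set per screening campaign, cut at about 16% in these data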;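 also: IDE supplied by intact live HEK cells; FP after avidin binding of uncleaved biotin substrate so inhibition keeps polarization high; 0% = DMSO wells and 100% = 60 µM reference IDE inhibitor Ii1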
# IDE act = boosts human insulin-degrading enzyme activity in HEK cells | FAbeta-B cleavage, fluorescence polarization; 0% vehicle, 100% cell-free pure enzyme wells | 0.073% of 340,000 active | activation, % at 5.96 µM;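 active = activation above the mean of all tested compounds plus 3 SD, set per screening campaign, cut at about 17% in these data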
# IMP-1 inh = inhibitors of Pseudomonas aeruginosa IMP-1 metallo-beta-lactamase; inhibition, % at 5.6 µM; 0.45% of 290,000 active; purified IMP-1, nitrocefin hydrolysis, epi-absorbance fluorescence;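 active = inhibition above the mean plus 3 SD of all compounds in the same screening run, cut at about 4.5% in these data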;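 also: 0% = IMP-1 with DMSO and 100% = DMSO wells lacking enzyme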
#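 System: purified IMP-1; amount: IMP-1 0.2 nM before substrate addition; compound: single dose, 5.6 µM; times: 25 °C, 15 min preincubation, 25 min reaction; signal: Epi-absorbance via hydrolysed-nitrocefin quenching of white-plate fluorescence, 480/530 nm, EDTA stop; benchmarks: DMSO with and without IMP-1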
# pCIP destab = compounds decreasing mouse p/CIP protein stability; F442A p/CIP-EGFP cells, EGFP fluorescence, 16 h; 0.01% of 290,000 active; decrease of EGFP signal, % at 10 µM; Q05BA5; AID 1984;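 active = EGFP signal decrease of at least 30% at 10 µM or well 3 SD below plate mean, unless failing retest; inactive = the rest, including hits failing retest or dose response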; also: some compounds called inactive have numbers as strong as hits; many of its hits are not listed in these tables
# VIM-2 inh = inhibitors of Pseudomonas aeruginosa VIM-2 metallo-beta-lactamase; purified VIM-2, nitrocefin hydrolysis, epi-absorbance fluorescence; inhibition, % at 5.6 µM; 0.89% of 290,000 active;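 active = inhibition above the mean of all tested compounds plus 3 SD, cutoff set per screening run, cut at about 7.5% in these data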;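 also: red hydrolysis product quenches plate fluorescence so inhibitors raise well fluorescence; 0% = enzyme with DMSO and 100% = DMSO without enzyme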
# PfM18AAP inh = PfM18AAP enzyme inhibition; inhibition, % at 7.35 µM; recombinant PfM18AAP, H-Glu-NHMec fluorogenic cleavage; 1.2% of 290,000 active;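 active = inhibition above the campaign mean inhibition over all tested compounds plus 3 SD, cut at about 28% in these data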;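 also: 0% = plate median of test compound wells and 100% = 2 mM ZnCl2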
# An asterisk follows results filed as active; . = not tested or not shown.
SMILES,DNA FID counter,HCV NS3 hel inh,UBC9 SUMO inh,IDE cell inh,IDE act,IMP-1 inh,pCIP destab,VIM-2 inh,PfM18AAP inh
Cc1ccc(S(=O)(=O)Nc2ccc(N3CCOCC3)cc2)cc1,-6,-2,27,3,9,-4.7,-7,-3.6,11
COc1ccc(CN2CCN(Cc3c[nH]c4ccccc34)CC2CCO)cc1C (configuration not stated),16,-40,4,1,-3,-1.9,-8,-2.4,4
CCOC(=O)C1CCN(S(=O)(=O)c2ccc3c(c2)CCN3C(C)=O)CC1,-15,-3,9,3,-4,-1.2,-6,-1.5,0
NC(=O)CSc1nc(-c2ccccc2)nc2ccccc12,-11,5,2,-2,-2,-1.4,7,2.5,-1
CC1=NN(C(=O)c2csc(C)c2C)C(O)(C(F)(F)F)C1 (configuration not stated),-4,5,-7,6,-1,-5.0,8,-7.9,-1
CCN(CC)c1ccc(/C=N/n2c(C)cc(C)cc2=O)cc1,2,6,-12,2,-1,-3.4,15,-0.1,2
O=C1C(Cl)=C(NCCCN2CCOCC2)C(=O)N1CCc1ccccc1,-5,1,24,-2,0,-2.7,-15,-1.4,4
O=C(N/N=C/c1ccccn1)c1cc(Br)ccc1O,-10,14,-14,.,1,-3.8,-6,-4.5,6
CCc1ccccc1NC(=O)c1ccc(S(=O)(=O)N2CCCC2)cc1,-14,5,9,0,6,-3.5,-12,-1.6,0
Cc1ccc(NC(=O)c2cc3c(s2)CCC3)cc1S(=O)(=O)N1CCOCC1,-9,-8,8,11,-1,-2.3,10,-2.0,7
CCCCOc1ccc(C(=O)Oc2cc(C)[nH]c(=O)c2[N+](=O)[O-])cc1,-1,6,10,-2,7,-1.9,5,-3.7,5
O=C(N/C(=C/c1cccc([N+](=O)[O-])c1)C(=O)N1CCCCCC1)c1cccs1,-9,13,-8,1,6,-4.0,-10,-4.2,1
CC(C)OCCCNC(=O)Nc1cccc2ccccc12,-11,-2,12,3,1,-2.9,-12,-2.3,-3
COc1ccccc1Nc1ncnc2c1cnn2-c1cccc(C)c1,-8,15,-14,0,-1,1.3,-3,-5.5,5
COc1cc2c(cc1OC)CN(C(=S)Nc1ccccc1Cl)CC2,-7,4,3,5,1,-2.4,0,-3.1,5
Cc1cc(C(=O)NP(=O)(N2CCOCC2)N2CCOCC2)c(C)n1-c1ccc(Br)cc1,-24,11,-5,4,3,-2.1,-1,-5.4,8
Cc1ccc(NC(=O)CCSc2nnc3ccccn23)cc1,0,3,26,-1,1,-0.8,-8,-3.6,1
CC(=O)Nc1nc2ccccc2[nH]1,-2,1,6,7,0,-3.4,18,-3.4,-5
COc1ccc(N2CCN(C(=O)CCc3ccc(S(=O)(=O)NCC(C)C)cc3)CC2)cc1,-23,-7,-33,-2,-2,-4.7,-12,-1.3,-5
CC(C)c1nnc(SCC(=O)N2CCc3ccccc32)n1N,-4,-14,5,0,5,-2.0,-5,-2.2,-4
N#CCC(=O)N/N=C/c1ccccc1Cl,-11,7,32,6,2,-2.4,-6,-1.0,18
C=CCn1c(SCC(=O)NCc2ccco2)nc2sc3c(c2c1=O)CCCCC3,-3,-6,.,.,.,-3.3,.,-1.2,-2
COc1cc(CNCCCCO)ccc1OCc1ccccc1F,7,-12,0,15,-1,-3.3,-8,-4.0,-2
c1coc(-c2cc(C3CCNCC3)[nH]n2)c1,-2,0,2,1,3,-2.7,4,0.5,-2
CC(NC(=O)c1cccs1)C(c1cccs1)N1CCN(Cc2ccccc2)CC1 (configuration not stated),10,-5,-8,-5,1,-1.8,3,-2.7,1
# (further entries)
SMILES,DNA FID counter,HCV NS3 hel inh,UBC9 SUMO inh,IDE cell inh,IDE act,IMP-1 inh,pCIP destab,VIM-2 inh,PfM18AAP inh
COC(=O)C1=C(CN2CCc3ccccc32)NC(=O)NC1c1cc(C)ccc1C (configuration not stated),-21,-3,-7,0,0,-1.1,-4,-2.3,3
COC(=O)C1=C(C)N(C)C(=O)NC1c1cc(Cl)cc(Cl)c1OC (configuration not stated),-23,7,-6,-2,8,-3.4,0,-2.1,9
O=C(NC1CCCCC1)C(c1ccco1)N(C(=O)c1csnn1)c1cccc(F)c1 (configuration not stated),-28,-9,24,2,-5,-3.4,-18,-1.7,-5
Cc1cccc(OCC(=O)NCCNC(=O)c2ccncc2)c1,-11,19,4,-1,1,-0.2,-12,-1.4,6
CC(C)(C)C1=CC(O)(c2ccccc2)C=C(C(C)(C)C)C1=O,-24,-15,-10,2,-3,-1.0,3,-0.8,4
CC1Oc2ccccc2N(CC(=O)Nc2ccccc2F)C1=O (configuration not stated),-3,-1,7,3,2,-2.0,-2,-1.1,3
Cc1cc(C)n(-c2nc3nonc3nc2-n2nc(C)cc2C)n1,-1,4,-2,7,-4,-2.7,-8,-4.5,3
CCC(=O)Nc1ccc(-c2csc(C)n2)cc1,0,-2,-6,9,7,-1.6,12,-2.9,-12
CONC(=O)C1CCN(C(=O)OCc2ccccc2)CC1,-9,8,10,-3,1,-2.6,-12,-2.8,-4
CNC(=O)c1c(NC(NC(=O)c2ccco2)C(=O)c2ccc(Cl)cc2)sc2c1CCCC2 (configuration not stated),-14,13,9,-3,2,-2.4,-13,-0.6,35*
Cc1ccc(C(=O)N2CCN(c3ccc([N+](=O)[O-])c(NCc4cccnc4)c3)CC2)cc1,-26,-2,9,-6,4,-5.5,-9,-2.7,-4
COc1ccc(N(CC(=O)NCc2ccccc2OC)S(=O)(=O)c2c(C)nn(C)c2C)cc1,-32,-5,18,3,4,-3.4,-1,-0.8,-4
O=C(O)CSc1nc2ccccc2o1,-2,-7,-2,1,7,-1.0,15,-1.2,6
O=C(Cn1nnc(-c2ccccc2Cl)n1)NCc1ccc2c(c1)OCO2,3,7,15,-2,1,-4.8,-10,2.3,-3
Cc1cc(=O)n2nc(N3CCC(C(=O)N4CCN(C)CC4)CC3)sc2n1,-3,-10,11,7,5,-3.1,-7,-1.8,0
COc1ccc(-c2cc(C(=O)NC3CCCCC3)no2)cc1OC,-4,8,-5,3,3,-2.1,-4,-2.1,-1
CCN(C(=O)c1cc2cc(OC)ccc2oc1=O)c1ccccc1,-12,1,0,2,6,-4.3,2,0.0,-4
CCC(C(=O)Nc1ccc2[nH]ncc2c1)c1ccccc1 (configuration not stated),-4,-3,8,8,1,-3.6,-3,-3.1,-1
COc1ccc(N(C)S(=O)(=O)c2cccc(C(=O)NC3CCC(C)CC3)c2)cc1 (configuration not stated),-26,-12,-5,8,9,0.2,-6,2.1,-11
Brc1ccccc1C1Nc2cccc3cccc(c23)N1,-12,54*,70*,-13,9,-4.4,-3,-1.6,17
O=C(Nc1ccc(S(=O)(=O)Nc2cnc3ccccc3n2)cc1)c1cc(F)c(F)cc1Cl,-23,-10,14,2,6,-3.0,-8,-1.8,7
COc1ccc(OC)c(NC(=O)CSc2nnc(-c3cnccn3)n2C)c1,-24,-5,5,2,4,-2.2,-3,-1.4,-4
O=C(Cn1cc[n+](Cc2ccccc2)c1)c1ccc([N+](=O)[O-])cc1,44*,-71,1,0,0,-3.4,18,-3.4,-2
O=C(/C=C/c1c(F)cccc1Cl)N1CCOCC1,-2,10,-4,6,1,4.4,-4,1.4,0
COCCNC(=O)CC(c1ccccc1)c1ccccc1,-6,1,-3,7,1,-2.3,0,-1.7,-1

# Retrieved by structure from the entries so far (3):
SMILES,DNA FID counter,HCV NS3 hel inh,UBC9 SUMO inh,IDE cell inh,IDE act,IMP-1 inh,pCIP destab,VIM-2 inh,PfM18AAP inh
O=C(/C=C/c1c(F)cccc1Cl)N1CCOCC1,-2,10,-4,6,1,4.4,-4,1.4,0
Cc1ccc(C(=O)N2CCN(c3ccc([N+](=O)[O-])c(NCc4cccnc4)c3)CC2)cc1,-26,-2,9,-6,4,-5.5,-9,-2.7,-4
CNC(=O)c1c(NC(NC(=O)c2ccco2)C(=O)c2ccc(Cl)cc2)sc2c1CCCC2 (configuration not stated),-14,13,9,-3,2,-2.4,-13,-0.6,35*

# The main list resumes, starting seven compounds before the break.
SMILES,DNA FID counter,HCV NS3 hel inh,UBC9 SUMO inh,IDE cell inh,IDE act,IMP-1 inh,pCIP destab,VIM-2 inh,PfM18AAP inh
COc1ccc(N(C)S(=O)(=O)c2cccc(C(=O)NC3CCC(C)CC3)c2)cc1 (configuration not stated),-26,-12,-5,8,9,0.2,-6,2.1,-11
Brc1ccccc1C1Nc2cccc3cccc(c23)N1,-12,54*,70*,-13,9,-4.4,-3,-1.6,17
O=C(Nc1ccc(S(=O)(=O)Nc2cnc3ccccc3n2)cc1)c1cc(F)c(F)cc1Cl,-23,-10,14,2,6,-3.0,-8,-1.8,7
COc1ccc(OC)c(NC(=O)CSc2nnc(-c3cnccn3)n2C)c1,-24,-5,5,2,4,-2.2,-3,-1.4,-4
O=C(Cn1cc[n+](Cc2ccccc2)c1)c1ccc([N+](=O)[O-])cc1,44*,-71,1,0,0,-3.4,18,-3.4,-2
O=C(/C=C/c1c(F)cccc1Cl)N1CCOCC1,-2,10,-4,6,1,4.4,-4,1.4,0
COCCNC(=O)CC(c1ccccc1)c1ccccc1,-6,1,-3,7,1,-2.3,0,-1.7,-1
Cn1c(C(=O)OC(C(=O)NC2CCCC2)c2cccnc2)cc2sccc21 (configuration not stated),-33,1,0,5,-3,-0.3,-7,2.4,8
O=[N+]([O-])c1ccccc1/C=N\N1CCN(Cc2ccccc2Cl)CC1,-6,9,1,1,-1,-0.6,-10,-0.8,0
COc1ccc(S(=O)(=O)Nc2ccccc2C(=O)NC(C)C)cc1OC,-3,-11,21,5,-2,-2.2,-4,-0.1,-11
COc1ccc(N2CCN(c3ccc(NC(=O)C4CCCCC4)cc3C#N)CC2)cc1,-5,4,9,-1,4,-2.8,-12,-0.3,-1
Cc1sc(=NC(=O)c2ccco2)n(C)c1-c1ccc(F)cc1,-16,-3,18,5,7,-2.0,-7,-8.6,6
COc1ccc(S(=O)(=O)N2CCOC2CNC(=O)C(=O)NCCCn2ccnc2)cc1OC (configuration not stated),-4,-15,1,-3,-5,-1.1,-5,-4.5,-1
CCS(=O)(=O)N1CCCC(C(=O)NCCc2ccccc2)C1 (configuration not stated),-2,0,3,-5,1,-2.1,2,-1.5,-2
Cc1ccccc1Cn1cc(NC(=O)c2noc(C(C)C)c2[N+](=O)[O-])cn1,-20,-5,-2,-1,1,-1.5,5,-1.8,5
Cc1cc(C)cc(NC(=O)CCCSc2nc3ccccc3[nH]2)c1,-11,-4,-4,6,-5,-2.0,-7,-5.3,1
CC(C)Cc1nnc(NC(=O)c2cc([N+](=O)[O-])ccc2N2CCOCC2)s1,-20,0,6,-1,1,-1.3,-2,-2.4,0

# Screening data: PubChem BioAssay, several laboratories
